Screening results as filed in PubChem BioAssay.
PI4K2A inh: qHTS for small molecular inhibitors of PI4K2A; Phosphatidylinositol 4-kinase type 2-alpha (Homo sapiens), Q9BTU6; purified PI4K2A, ADP-Glo luminescence, 1 h; hits give low values; activity change, negative = inhibition, % at 76.9 µM; hit rate 0.13% among 420,000; in the data active means activity change below about -50%; inconclusive means mostly about -30% to -49%;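 further: -100% = wells without enzyme as full effect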
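Compounds are screened against recombinant PI4K2A using PI as substrate and ATP, the latter dispensed at 300 microM. Reactions run one hour at ambient temperature before ADP-Glo detection; full inhibition defined by wells lacking enzyme.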
mIDH1 inhibitor: qHTS for Inhibitors of mutant isocitrate dehydrogenase 1 (IDH1): qHTS. IDH1-R132H enzyme, NADPH consumption, diaphorase/resazurin fluorescence. Isocitrate dehydrogenase [NADP] cytoplasmic (Homo sapiens), O75874. hit rate 0.093% among 390,000. Potency, µM (titrated, usually from 76.6 µM), for inactives: at the highest dose activity change, negative = inhibition, most hits filed as inhibitors; further: potency means the concentration at half of the fitted maximal effect; on the % scale 0 is the no-effect control and ±100 the full control effect; nearly all actives have a fitted effect of over 65% in size
Target sequence (O75874 whole entry R132H, stated change not applied): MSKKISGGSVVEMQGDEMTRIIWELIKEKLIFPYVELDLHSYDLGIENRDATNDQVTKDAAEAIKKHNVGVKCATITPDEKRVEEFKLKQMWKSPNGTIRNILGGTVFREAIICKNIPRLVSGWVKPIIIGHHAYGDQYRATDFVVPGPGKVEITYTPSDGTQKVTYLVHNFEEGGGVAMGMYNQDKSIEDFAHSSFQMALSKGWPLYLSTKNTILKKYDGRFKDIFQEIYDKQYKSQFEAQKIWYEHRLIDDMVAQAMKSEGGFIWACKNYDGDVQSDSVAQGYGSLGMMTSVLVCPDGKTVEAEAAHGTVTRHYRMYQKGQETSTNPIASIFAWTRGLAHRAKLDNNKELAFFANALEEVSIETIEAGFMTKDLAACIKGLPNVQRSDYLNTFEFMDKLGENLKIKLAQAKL
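IDH1-R132H (0.5 ug/mL dispensed) in pH 7.5 Tris buffer was preincubated 30 min with compound, then given a substrate mix of 0.016 mM NADPH and 2 mM alpha-KG for 80 min at room temperature; remaining NADPH was read by diaphorase/resazurin fluorescence.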
GLS inh: qHTS for Inhibitors of Glutaminase (GLS). Glutaminase kidney isoform, mitochondrial (Homo sapiens), O94925. GLS enzymatic activity, qHTS titration. Potency, µM (series often up to 45.5 µM), for the others: at the highest dose activity change, negative = inhibition, most hits filed as inhibitors. hit rate 0.21% among 410,000. AID 624170, 2012; further: potency means the concentration at half of the fitted maximal effect; on the % scale 0 is the no-effect control and ±100 the full control effect
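hKGA in 45 mM KH2PO4 pH 8.2, 0.02% Tween-20 with pin-transferred compounds; 1 mM L-glutamine (stock) plus glutamate oxidase/HRP/Amplex Red coupling added. Fluorescence read initially and after 30 min at RT.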
PGK inhibitor: qHTS Assay to Find Inhibitors of Phosphoglycerate Kinase. Phosphoglycerate kinase, glycosomal (Trypanosoma brucei brucei), P07378. PGK/GAPDH coupled, Kinase-Glo luminescence, 60 min. Potency, µM (series often up to 57.5 µM), for inactives: top-dose activity change, negative = inhibition, hits mostly inhibitors. hit rate 0.043% among 380,000. AID 602233, 2012; further: potency means the concentration at half of the fitted maximal effect; on the % scale 0 is the no-effect control and ±100 the full control effect; nearly all actives have a fitted effect of over 60% in size
Target sequence (P07378 whole entry, looked up): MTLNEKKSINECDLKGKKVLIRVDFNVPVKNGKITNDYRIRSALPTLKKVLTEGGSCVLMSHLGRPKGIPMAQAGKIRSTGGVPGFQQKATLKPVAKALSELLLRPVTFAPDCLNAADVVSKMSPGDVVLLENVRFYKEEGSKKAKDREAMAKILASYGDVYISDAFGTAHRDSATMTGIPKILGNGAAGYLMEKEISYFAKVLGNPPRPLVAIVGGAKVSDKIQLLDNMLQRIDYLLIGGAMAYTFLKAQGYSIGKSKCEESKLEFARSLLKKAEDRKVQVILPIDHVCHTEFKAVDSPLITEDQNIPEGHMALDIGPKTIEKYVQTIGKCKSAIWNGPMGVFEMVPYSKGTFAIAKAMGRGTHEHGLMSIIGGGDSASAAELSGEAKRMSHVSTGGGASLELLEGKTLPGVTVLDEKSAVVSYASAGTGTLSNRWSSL
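Luminescent ATP detection (Kinase-Glo Plus) follows a 60-minute room-temperature incubation, with wells lacking PGK as controls. Buffer: 100 mM TEA (pH 7.6), 5 mM MgCl2, 0.01% Tween-20. Coupling enzyme GAPDH (100 nM final) supplies unstable 1,3-BPG in-well.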
HP1b chromo inh: HTS for Inhibitors of HP1-beta Chromodomain Interactions with Methylated Histone Tails; hit rate 0.56% among 390,000; AlphaScreen HP1-beta / biotin-H3K9me3 peptide binding; Chromobox protein homolog 1 (Homo sapiens), P83916; Potency, µM (doses to about 114 µM), for the others: at the top dose activity change, negative = inhibition, actives largely listed as inhibitors; further: potency means the concentration at half of the fitted maximal effect; nearly all actives have a fitted effect of over 70% in size; inactives centre near 23
Target sequence (P83916 whole entry, looked up): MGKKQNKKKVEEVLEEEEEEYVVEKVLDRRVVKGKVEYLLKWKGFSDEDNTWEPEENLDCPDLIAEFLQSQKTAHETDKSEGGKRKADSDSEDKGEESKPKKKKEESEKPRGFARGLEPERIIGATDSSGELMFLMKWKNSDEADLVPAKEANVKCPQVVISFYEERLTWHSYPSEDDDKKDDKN
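AlphaScreen: HP1-beta (50 nM) preformed 30 min with biotin-H3(1-18)K9me3 peptide (50 nM) in PBS pH 7.4, 0.01% Tween-20. Compound added for 30 min at RT, then streptavidin donor/nickel chelate acceptor beads (10 ug/mL) for 30 min.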
rTrxR1 inhibitor: qHTS Assay for Inhibitors of Mammalian Selenoprotein Thioredoxin Reductase 1 (TrxR1): qHTS | recombinant rTrxR1, NADPH fluorescence consumption, selenite substrate | Thioredoxin reductase 1, cytoplasmic (Rattus norvegicus), O89049 | hit rate 1% among 390,000 | Potency, µM (doses to about 114 µM), for the others: at the top dose activity change, negative = inhibition, actives largely listed as inhibitors; further: potency means the concentration at half of the fitted maximal effect; on the % scale 0 is the no-effect control and ±100 the full control effect; nearly all actives have a fitted effect of over 65% in size
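Rat TrxR1 (90 nM in the dispensed reagent) was pre-reduced with 400 uM NADPH for 5 min at room temperature, then incubated with compound for 15 min. After 400 uM selenite was added, NADPH fluorescence (Ex 340/Em 450 nm) was followed for 8 min.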
TrxR1 substrate: qHTS Assay for Substrates of Mammalian Selenoprotein Thioredoxin Reductase 1 (TrxR1): qHTS | purified TrxR1 substrate turnover, NADPH consumption readout | Thioredoxin reductase 1, cytoplasmic (Rattus norvegicus), O89049 | Potency, µM (doses to about 114 µM), for the others: at the top dose activity change, negative = substrate turnover | hit rate 0.01% among 390,000; further: potency means the concentration at half of the fitted maximal effect; on the % scale 0 is the no-effect control and ±100 the full control effect; nearly all actives have a fitted effect of over 50% in size
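Rat TrxR1, dispensed at 90 nM, was prereduced with 400 uM NADPH (final) for 5 min at ~22 deg C, then incubated with compound 15 min before 400 uM selenite. A first-read NADPH fluorescence drop versus no-compound background flagged substrates.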
USP1-UAF1 inh: Inhibitors of USP1/UAF1: Primary Screen. hit rate 0.23% among 390,000. Ubiquitin carboxyl-terminal hydrolase 1 (Homo sapiens), O94782. recombinant USP1/UAF1, Ub-Rhodamine cleavage fluorescence. Potency, µM (top dose mostly 57.1 µM), for the others: at the highest dose activity change, negative = inhibition, usual class: inhibitors; further: potency means the concentration at half of the fitted maximal effect; on the % scale 0 is the no-effect control and ±100 the full control effect; nearly all actives have a fitted effect of over 60% in size; inactives centre near -12
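1 nM enzyme complex + cpd, 15 min RT; start with Ub-Rho 150nM final; kinetic fluorescence ex 480/em 540, 6 reads q60 s. Buffer 50mM HEPES pH 7.8, 0.5mM EDTA, 0.1 mg/ml BSA, 1mM TCEP, 0.01% Tween-20.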
Pin1 inh: qHTS Assay to Find Inhibitors of Pin1. hit rate 0.009% among 390,000. Peptidyl-prolyl cis-trans isomerase NIMA-interacting 1 (Homo sapiens), Q13526. Pin1 FP peptide displacement, HiFluor488, 10 min. Potency, µM (series often up to 115 µM), for inactives: at the highest dose activity, negative = inhibition, hits mostly inhibitors; active means well fitted inhibition curve with a large enough effect in the polarisation, with a control signal flat, not every such curve was filed as active; inconclusive means small, poorly fitted or top-dose-only effect, or effect the other way, or a change in a side signal; inactive means no such curve, though single readings can be large or run the other way; the % refers to the polarisation; further: potency means the concentration at half of the fitted maximal effect; on the % scale 0 is the no-effect control and ±100 the full control effect
Numbers without * were called inactive; i = inactive; ? = inconclusive; . = no result given; [ ] = dose if it differs, or a comment. Unless noted, the call rests on the fitted dose curve; in most records, active means well fitted curve in the direction sought with a large enough effect; inconclusive means small, poorly fitted or top-dose-only effect, or another doubt; inactive means no such curve, though single readings can be large; an effect the other way counts as inactive or inconclusive. Only part of the results is shown. The share of hits here may be higher or lower than overall.

Start of the data: the first 3 entries, to show the layout:
No.	SMILES	PI4K2A inh	mIDH1 inhibitor	GLS inh	PGK inhibitor	HP1b chromo inh
1	O=C1CC2(CCN(C(=O)c3cccc([N+](=O)[O-])c3)CC2)Oc2ccccc21	-1	0%	-5%	i	7%
2	Cc1cccc(NC(=O)CN(C)S(=O)(=O)c2ccc3c(c2)c(=O)n(C)c(=O)n3C)c1C	1	10%	1%	-3%	37%[activator]
3	COc1ccc(C(=O)CCN2CCc3cc(OC)c(OC)cc3C2)cc1	7	1%	-1%	-3%	25%

No.	rTrxR1 inhibitor	TrxR1 substrate	USP1-UAF1 inh	Pin1 inh
1	-1%	11%	-15%	-6%
2	-11%	-2%	-30%	-7%
3	0.89µM*	-5%[57.1 µM]	-2%	-6%

The listing, previewed entries included:
No.	SMILES	PI4K2A inh	mIDH1 inhibitor	GLS inh	PGK inhibitor	HP1b chromo inh
1	O=C1CC2(CCN(C(=O)c3cccc([N+](=O)[O-])c3)CC2)Oc2ccccc21	-1	0%	-5%	i	7%
2	Cc1cccc(NC(=O)CN(C)S(=O)(=O)c2ccc3c(c2)c(=O)n(C)c(=O)n3C)c1C	1	10%	1%	-3%	37%[activator]
3	COc1ccc(C(=O)CCN2CCc3cc(OC)c(OC)cc3C2)cc1	7	1%	-1%	-3%	25%
4	CC(=O)NC(C)c1ccc(Cl)c(Cl)c1 (stereo unspecified)	-5	0%	1%	-4%	42%[activator]
5	CC(=O)Nc1ccc(NC(=O)COC(=O)[C@@H](NC(=O)c2ccc(F)cc2)C(C)C)cc1	-13	5%	-1%	-4%	26%
6	O=C1COCCOCCOCC(=O)NCCN1	4	-9%	-1%	i	-18%
7	COc1cc2c(cc1NC(=O)/C=C/c1cc(OC)c(OC)c(OC)c1)oc1ccccc12	0	0%	1%	-1%	23%
8	Cc1ccc(CNC(=O)CCC(=O)N2CC3CCCN3c3ccccc32)cc1 (stereo unspecified)	0	-5%	7%	-1%	6%
9	COCCCNC(=O)c1cc2cc(Br)ccc2oc1=O	-1	8%	-2%	i	27%
10	CCN(CC)S(=O)(=O)c1ccc2c(c1)N(CC(=O)N1CCN(c3cccc(C(F)(F)F)c3)CC1)C(=O)CO2	2	0%	-10%	2%	16%
11	CCOc1ccc(C2c3[nH]c4ccccc4c3CCN2C(=O)CSc2ccccc2)cc1 (stereo unspecified)	0	-4%	-2%	-5%	-10%[57 µM]
12	COc1ccc(CCNC(=O)c2nc(-c3ccc(Cl)cc3)n3c2CCCCC3)c(OC)c1	5	-2%	2%	-4%	-23%
13	Cc1cc(OCC(=O)OCC(=O)N2c3ccccc3NC(=O)C2(C)C)ccc1Cl	-8	-3%	-6%	-13%	2%
14	CC(=O)N1CCN(c2ccc(NCc3ccc(Br)o3)cc2)CC1	-9	.	25%	-8%	-8%
15	CCOC(=O)Cn1nc(C)n(-c2ccccc2)c1=O	2	0%	-19%	-6%	15%

No.	rTrxR1 inhibitor	TrxR1 substrate	USP1-UAF1 inh	Pin1 inh
1	-1%	11%	-15%	-6%
2	-11%	-2%	-30%	-7%
3	0.89µM*	-5%[57.1 µM]	-2%	-6%
4	19%	-4%	-9%	-5%
5	6%[57.1 µM]	2%[57.1 µM]	-8%	-1%
6	20%	3%	-6%	-1%
7	-6%	-8%	3%	14%
8	17%[57.1 µM]	0%[57.1 µM]	-4%	2%
9	23%[57.1 µM]	4%[57.1 µM]	1%	3%
10	8%[57.1 µM]	-10%[57.1 µM]	-20%	2%
11	7%[57.1 µM]	-7%[57.1 µM]	-14%	4%
12	13%	-2%	-15%	6%
13	14%	-8%	-19%	?
14	-9%[57.1 µM]	5%[57.1 µM]	.	-1%
15	-6%	-11%	-4%	1%

(further entries)
No.	SMILES	PI4K2A inh	mIDH1 inhibitor	GLS inh	PGK inhibitor	HP1b chromo inh
16	COc1ccc(OC)c(NC(=O)c2cnc3n(c2=O)CCS3)c1	-7	-2%	-5%	-5%	35%
17	Cc1ccc(C2=N/C(=C\N3CCCCC3)C(=O)O2)cc1	2	1%	5%	-1%	-19%
18	O=C(N=Nc1c(O)[nH]c2ccccc12)c1ccco1	-9	16%	0%	-3%	-16%
19	COc1ccc(CCN2CC(O)=C(c3nc4ccccc4c(=O)[nH]3)C2=N)cc1OC	-6	6%	12%	-3%	22%
20	CC(=O)c1ccc(NC2c3ncccc3C(=O)N2Cc2ccc(F)cc2)cc1 (stereo unspecified)	-2	0%	-16%	-17%	14%
21	OC[C@H]1O[C@H](OCCc2ccc(O)cc2)[C@H](O)[C@@H](O)[C@@H]1O	0	16%	21%	-6%	44%[activator]
22	CC(C)(C)SCCNC(=O)CN1C(=O)c2cccc3cccc1c23	-1	0%	-7%	2%	38%
23	COc1ccc(S(=O)(=O)N(C(=O)C(C)C)c2ccc3oc(=O)sc3c2)cc1	1	3%	-1%	i	48%[activator]
24	CCC1Oc2ccc(C)cc2N(CC(=O)NCCCN2CCCCC2C)C1=O (stereo unspecified)	-4	-14%	-3%	-3%	18%
25	COc1ccc(NC(=O)Nc2cccc3c2O[C@@H](CN(C)S(=O)(=O)c2cn(C)cn2)[C@@H](C)CN([C@H](C)CO)C3=O)cc1	0	-2%	7%	-7%	37%
26	CCOC(=O)Nc1ccc2c(CN3CCN(S(=O)(=O)c4ccc(C(C)C)cc4)CC3)cc(=O)oc2c1	1	1%	-10%	i	42%[activator]
27	O=C(CSc1ccc(-c2cccc([N+](=O)[O-])c2)nn1)NCc1ccccc1	3	2%	4%	-5%	1%
28	Cc1cc(NS(=O)(=O)c2ccc(NC(=O)/C=C/c3c(F)cccc3Cl)cc2)nc(C)n1	-4	-11%	5%	-9%	25%
29	CN(c1ccc(OCC(=O)N2CCN(c3ccc(F)cc3)CC2)cc1)S(=O)(=O)c1cccs1	1	-7%	19%	-3%	19%
30	CCOc1ccc(C(=O)c2cn(CC(=O)Nc3ccc(C)c(C)c3)c3ccc(OCC)cc3c2=O)cc1	5	12%	-2%	1%	38%[activator]

No.	rTrxR1 inhibitor	TrxR1 substrate	USP1-UAF1 inh	Pin1 inh
16	7%	-7%	-21%	?
17	?	-11%[57.1 µM]	-8%	3%
18	25%[57.1 µM]	5%[57.1 µM]	3%	-7%
19	38%[activator]	21%	-5%	-5%
20	14%	0%	-11%	-7%
21	19%	8%	-27%	1%
22	25%	6%	-20%	-6%
23	1%[57.1 µM]	1%[57.1 µM]	-14%	2%
24	24%	2%	-11%	1%
25	4%	5%	-30%	2%
26	38%[activator]	8%	-20%	3%
27	16%[57.1 µM]	4%[57.1 µM]	1%	-1%
28	8%	-7%	-25%	0%
29	-4%	-2%	-20%	27%
30	15%	5%	-22%	-2%

The list continues.
No.	SMILES	PI4K2A inh	mIDH1 inhibitor	GLS inh	PGK inhibitor	HP1b chromo inh
31	CCOC(=O)CSc1nnc(Cc2cc(=O)[nH]c(=O)[nH]2)n1-c1cccc(OC)c1	0	5%	1%	i	35%
32	Cc1ccc2nc(Cc3ccc(N)cc3)oc2c1	-3	15%	21%	-6%	32%[activator]
33	Cc1ccc(NC(=O)c2nc[nH]c2C(=O)N(C)Cc2ccccc2)cc1	1	-4%	8%	-2%	42%[activator]
34	NS(=O)(=O)c1cccc(NC(=O)c2ccc(S(=O)(=O)N3CCCCCC3)cc2)c1	1	1%	-5%	7%	32%
35	CC1(C)CC(=O)C(N=Nc2cccc(F)c2C#N)=C(O)C1	-2	10%	-3%	0%	5%

No.	rTrxR1 inhibitor	TrxR1 substrate	USP1-UAF1 inh	Pin1 inh
31	?	1%	-11%	0%
32	-3%	-5%	1%	5%
33	3%[57.1 µM]	4%[57.1 µM]	-32%	-1%
34	10%	2%	-18%	-1%
35	-3%[57.1 µM]	-6%[57.1 µM]	0%	-2%
